RGS12 GoLoco inh: RGS12 GoLoco-Gai1 interaction inhibition. Gai1:RGS12 GoLoco peptide FP, rhodamine, 10 min. 0.44% of 230,000 active. P63096. AID 880. Potency, µM (top dose mostly 61.6 µM), for the others: top-dose activity, negative = inhibition, most hits filed as inhibitors; active = well fitted inhibition curve with a large enough effect, not every such curve was filed as active; inactive = no such curve, though single readings can be large or run the other way; also: % is scaled to controls: 0 for no effect and ±100 for the full control effect; nearly all actives have a fitted effect of over 30% in size; many of its hits are not listed in these tables
Epigenetic reg: derepresses silenced GFP reporter in murine cells; 0.2% of 280,000 active; murine LDR cells, GFP reporter derepression, 30 h; Potency, µM (top dose mostly 53.9 µM), without a hit: at the top dose GFP activation, actives largely listed as activators; AID 1865; also: % of control where 0% means no effect; nearly all actives have a fitted effect of over 60% in size
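Derepression of a silenced CMV-GFP reporter in murine LDR cells is scored by enumerating GFP-positive cells with a laser-scanning microplate cytometer after 30 hours of treatment at 37 C.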
RECQ1 inh: blocks DNA unwinding by human RECQ1 | 0.54% of 240,000 active | P46063 | RECQ1 DNA unwinding, red fluorescence kinetic read | Potency, µM (highest dose often 57.3 µM), for inactives: at the highest dose activity, negative = inhibition, hits mostly inhibitors;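 also: plate controls were vehicle for no effect and no enzyme for full effect; nearly all actives have a fitted effect of over 30% in size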
Target sequence (P46063 whole entry, looked up): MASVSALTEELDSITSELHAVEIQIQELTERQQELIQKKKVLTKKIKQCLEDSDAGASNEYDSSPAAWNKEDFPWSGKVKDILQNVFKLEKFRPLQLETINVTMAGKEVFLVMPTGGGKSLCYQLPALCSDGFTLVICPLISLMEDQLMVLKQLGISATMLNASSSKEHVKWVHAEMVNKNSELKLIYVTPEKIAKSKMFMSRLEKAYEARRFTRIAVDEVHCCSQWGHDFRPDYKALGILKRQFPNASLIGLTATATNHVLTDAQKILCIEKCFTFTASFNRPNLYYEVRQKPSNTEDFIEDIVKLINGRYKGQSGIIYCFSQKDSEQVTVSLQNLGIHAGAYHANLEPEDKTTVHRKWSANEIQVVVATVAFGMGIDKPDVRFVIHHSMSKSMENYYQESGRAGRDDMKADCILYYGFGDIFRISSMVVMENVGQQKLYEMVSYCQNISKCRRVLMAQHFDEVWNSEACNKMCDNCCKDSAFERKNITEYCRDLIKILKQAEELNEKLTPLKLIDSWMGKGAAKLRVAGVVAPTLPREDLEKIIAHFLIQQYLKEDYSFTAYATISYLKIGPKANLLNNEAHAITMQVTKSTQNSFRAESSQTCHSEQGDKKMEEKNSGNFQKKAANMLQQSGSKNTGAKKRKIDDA
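RECQ1T1 50 nM; forked duplex (20 bp + 30-nt ss tails) 200 nM, ATP 2 mM final; pH 8.0, 2 mM MgCl2, 2.5 ug/ml poly(dI-dC); 15 min compound preincubation; discontinuous kinetic read over 2 h at RT.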
KDM4E inh: inhibitors of human JMJD2E histone demethylase. Potency, µM (highest dose often 57.1 µM), inactives show top-dose activity change, negative = inhibition, most hits filed as inhibitors. JMJD2E catalytic domain, FDH-coupled NADH fluorescence (FDH is formaldehyde dehydrogenase). 1.6% of 230,000 active. B2RXH2; active = well fitted inhibition curve with a large enough effect, not every such curve was filed as active; inconclusive = small, poorly fitted or top-dose-only effect, or another doubt; inactive = no such curve, though single readings can be large or run the other way;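 also: 0% = wells with enzyme and -100% = buffer wells without enzyme; nearly all actives have a fitted effect of over 50% in size; many of its hits are not listed in these tables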
Target sequence (B2RXH2 1-337 limits assumed): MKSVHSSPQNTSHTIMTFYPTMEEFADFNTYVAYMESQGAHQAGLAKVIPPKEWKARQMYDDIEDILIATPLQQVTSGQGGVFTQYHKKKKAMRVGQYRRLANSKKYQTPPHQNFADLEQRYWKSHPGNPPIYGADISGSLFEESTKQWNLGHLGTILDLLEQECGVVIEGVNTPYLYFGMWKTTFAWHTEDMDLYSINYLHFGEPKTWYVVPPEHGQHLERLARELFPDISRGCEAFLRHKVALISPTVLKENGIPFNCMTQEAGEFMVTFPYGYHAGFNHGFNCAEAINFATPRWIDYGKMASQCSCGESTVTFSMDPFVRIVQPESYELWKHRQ
SMN2 splice up: increases expression of the SMN2 splice variant; HEK293 SMN2-luciferase splicing reporter, luminescence, 30-36 h; Potency, µM (doses to about 46.1 µM), inactives show top-dose activity change, positive = activation, most hits filed as activators; 2.8% of 210,000 active; also: % of control where 0% means no effect; nearly all actives have a fitted effect of over 55% in size
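HEK293 cells carry an SMN2 […]–luciferase reporter in which exon 7 inclusion puts luciferase in frame. Cells were plated 10-12 h before compound addition, then incubated 30-36 h at 37C. ONE-Glo luminescence was read; sodium butyrate at 4.5 mM final served as control.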
Luc counter: counter-screen: inhibitors of Kinase-Glo firefly luciferase. Q27757. AID 1379. Kinase-Glo luciferase, ATP luminescence, 8 min. 0.28% of 200,000 active. Potency, µM (top dose mostly 38.3 µM), for inactives: at the top dose activity change, negative = inhibition, usual class: inhibitors; also: % is scaled to controls: 0 for no effect and ±100 for the full control effect; nearly all actives have a fitted effect of over 60% in size
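Substrate mix (final 50 mM imidazole pH 7.2, 50 mM KCl, 7 mM MgCl2, 10 uM ATP, 0.01% Tween 20, 0.05% BSA) plus pin-tool compound, then Kinase-Glo detection mix; 8 min ambient, luminescence read.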
IMPase Li cell: cell-permeable IMPase inhibitors with lithium potentiation. CHO-M1 cells, IP1 TR-FRET (IP-One), carbachol + lithium. 0.35% of 210,000 active. Potency, µM (top dose mostly 59.4 µM), for the others: at the highest dose activity, negative = IMPase inhibition, most hits filed as inhibitors;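 also: IP1 builds up when IMPase is blocked and the TR-FRET signal falls; plate controls were basal vehicle for no effect and high inhibitor control for full effect; nearly all actives have a fitted effect of over 50% in size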
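Steps: plate 2000 CHO-M1 cells per well and culture 16–30 h; add compound and lithium; incubate 30 min, 37C; add d2-IP1 tracer and Eu cryptate anti-IP1 antibody in lysis buffer; read after 10 min at room temperature.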
NPSR antagonist: antagonists of human neuropeptide S receptor cAMP signaling. 1% of 220,000 active. CHO-NPSR cells, cAMP TR-FRET, antagonist mode. Q6W5P4. Potency, µM (titrated, usually from 38.3 µM), for inactives: at the top dose activity change, negative = inhibition, most hits filed as inhibitors; also: % is scaled to controls: 0 for no effect and ±100 for the full control effect; nearly all actives have a fitted effect of over 50% in size; many of its hits are not listed in these tables
Starred values were filed as active, the others as inactive; i = inactive; u = inconclusive; x = not tested or not shown; & = joins results of further samples; [ ] = remark or other dose. Unless noted, calls follow the shape of the dose curve; as a rule, active = well fitted curve in the direction sought with a large enough effect; inconclusive = small, poorly fitted or top-dose-only effect, or another doubt; inactive = no such curve, though single readings can be large; an effect the other way counts as inactive or inconclusive. Potency is read from the fitted curve at half-maximal effect.

No. | SMILES | RGS12 GoLoco inh | Epigenetic reg | RECQ1 inh | KDM4E inh | SMN2 splice up | Luc counter | IMPase Li cell | NPSR antagonist
1 | O=C(CNS(=O)(=O)c1ccc(Br)cc1)N1CCN(c2ccc(F)cc2)CC1 | -1% | -0.1% | -3% | 0% | -31%[inhibitor] | 1% | 5% | -8%
2 | Nc1nc(NCc2ccco2)nn1-c1ccccc1 | -5% | 0.0% | i | 1% | 17% | 0% | -3%[38.3 µM] | 2%[46.1 µM]
3 | NCCCCCC(=O)O | 7% | -1.2% | 12% | 3% | 3% | -4% | -5%&-4%&3% | -10%[46.1 µM]
4 | CSc1ncccc1C(=O)OCC(=O)Nc1ccc2c(c1)OCO2 | -9% | -0.5% | -2% | 3% | -3% | 0% | -2% | 6%
5 | C=CCn1c(-c2ccc(Cl)cc2)c[nH]c1=S | 5% | 0.0% | -5% | -4% | -21% | -4% | -3%[38.3 µM] | 6%[46.1 µM]
6 | Cc1ccc(C(=O)N2CCN(S(C)(=O)=O)C2)cc1 | -12% | -0.7% | -1% | 5% | -16% | 6% | -6%[38.3 µM] | 11%[46.1 µM]
7 | COCCCn1c(-c2ccc(Cl)cc2)n[nH]c1=S | 5% | -0.2% | -10% | -6% | -3% | -2% | 6%[38.3 µM] | -12%[46.1 µM]
8 | CCN(c1ccc(N=Cc2c(O)n(Cc3ccc(OC)cc3)c(=O)c3ccccc23)cc1)C(C)C | -174% | 2µM* | -20% | -17% | -4% | 4% | 20% | -10%
9 | O=C(O)CCN(CCC(=O)O)c1ccccc1 | -12% | 2.0% | i | -2% | 15% | 21% | 31%[38.3 µM] | 1%[46.1 µM]
10 | CCn1c(O)c(C=Nc2ccccc2)sc1=S | 18% | u | -16% | -28% | x | x | 14% | -17%
11 | Nc1c(S(=O)(=O)c2ccccc2)csc1C(=O)O | -1% | -2.7% | -2% | -11% | 17% | -2% | -3% | 2%
12 | Cn1cccc1Cc1nnc(SCC(=O)NCc2ccc3c(c2)OCO3)n1CCc1ccccc1 | 10% | 1.8% | -22% | -4% | -3% | 1% | 6% | -20%[46.1 µM]
13 | CCN(c1ccc(NC(=O)CN2C(=O)NC3(CCOc4ccccc43)C2=O)cc1)C(C)C (stereo unspecified) | -14% | 0.0% | i | -14% | -9% | 22% | 39%[38.3 µM] | -11%[46.1 µM]
14 | CC(C)(C)c1ncc(S(=O)(=O)c2ccc(C(F)(F)F)cn2)c(N)n1 | -3% | 1.0% | i | 5% | x | x | x | 1%
15 | CC1(C(=O)Nc2ccccc2)Cc2ccccc2C(=O)O1 (stereo unspecified) | 9% | 0.0% | i | 8% | -8% | -2% | 1% | 2%
16 | CCOc1cc(C)nc(N2CCCC(C(=O)NCc3ccccc3F)C2)n1 (stereo unspecified) | 5% | 12% | -8% | u | 2% | -3% | 1%[38.3 µM] | u
17 | CCOC(=O)CCCCNCc1ccccc1 | 0% | -0.8% | i | 10% | 13% | -2% | -1% | -8%[46.1 µM]
18 | Clc1ccc(SCCOCCN2CCc3ccccc3C2)cc1 | 6% | -0.6%[10.1 µM] | i | -8% | -8% | 1% | 21% | -29%
19 | CCOCCCn1cc(C(=O)c2cc(Br)ccc2O)cc(C#N)c1=O | 94%[activator] | 2.1% | 7% | u | -22% | -1% | 12% | -29%
20 | COc1ccc(C(=O)Cn2c(=N)n(C)c3ccccc32)cc1 | 4% | -0.1% | -13% | -9% | x | x | x | -18%
21 | Cc1ccn2cc(-c3cc4ccccc4oc3=O)nc2c1 | 16% | 0.0% | -15% | -16% | x | 10µM* | -4% | 28%
22 | CCOC(=O)C(NC(C)=O)(Nc1cccc(F)c1)C(F)(F)F (stereo unspecified) | -6% | 1.0% | -1% | 3% | 23% | 0% | 15%[38.3 µM] | -17%[46.1 µM]
23 | O=c1oc2c(-c3cccc(F)c3)cc(O)cc2s1 | -5% | -0.9% | -7% | -22% | 16% | -1% | -9% | 10%
24 | CSc1ccc(/C=N/N2CCN(Cc3ccc(Cl)cc3)CC2)cc1 | 5% | -2.7% | 4% | 3% | -39%[inhibitor] | 1% | 4% | 3%
25 | CCCc1nc2ccc(NC(=O)NCCC(=O)OCC)cc2c(=O)n1Cc1ccc(Cl)cc1 | -1% | 0.0% | i | -28% | 12% | -3% | 20% | u
26 | COc1cccc(CNS(=O)(=O)/C=C/c2ccc(OC)c(OC)c2)c1 | 0% | 2.5% | -6% | u | 5% | 0% | -13% | 2%
27 | O=C(N/N=C/c1ccccn1)c1sc2ccccc2c1Cl | 13% | u | -27% | u | x | x | x | 56%
28 | COc1ccc(NC(=O)Cn2nnc(C(=O)NCc3ccco3)c2N)c(OC)c1 | 11% | 0.3%&-1.0% | i | 5% | 4%&13% | -4% | 11%[38.3 µM] | 2%[46.1 µM]
29 | Cc1ccc(OCC(=O)c2cc(C)n(C)c2C)c([N+](=O)[O-])n1 | -19% | -1.3% | 1% | 4% | u | -11% | -4% | 5%
30 | COc1ccc([N+](=O)[O-])c(S(=O)(=O)c2ccccc2)n1 | -12% | 1.1% | -16% | 1% | x | x | x | u
31 | O=C(Nc1ccc(N2CCOCC2)cc1)Nc1ccc2nc(-c3ccco3)c(-c3ccco3)nc2c1 | -10% | -0.8% | -8% | -3% | -18% | -1% | 7% | -13%[46.1 µM]
32 | O=S(=O)(c1cccc2cccnc12)N1CCOCC1 | -30% | 1.1% | 6% | 0% | 10% | -11% | 24%[38.3 µM] | 2%[46.1 µM]
33 | COCCOC(=O)C1=C(N)OC2=C(C(=O)CC(C)(C)C2)C1c1ccncc1 (stereo unspecified) | 4% | -1.0% | 0% | -2% | x | -1% | 9% | -4%
34 | CCn1nccc1C(=O)NC1=C(C#N)CCC1 | 11% | -14% | -14% | -29% | 2% | -1% | 18%[38.3 µM] | -9%[46.1 µM]
35 | Cc1ccc2cc(C3CC(c4cccs4)=NN3S(C)(=O)=O)c(Cl)nc2c1 (stereo unspecified) | 144%[activator] | -1.4% | -10% | x | x | x | x | 4%[7.67 µM]
36 | CCN(CC)c1cc(-c2ccccc2)ncn1 | 12% | 7.5% | -3% | -8% | -4%[1.84 µM] | 0% | 6% | 6%
37 | O=c1c2ccccc2nc(/C=C/c2ccc([N+](=O)[O-])o2)n1CCCO | 8% | u | -15% | -1% | -93%[inhibitor] | -1% | 19%[38.3 µM] | u
38 | Cc1ccc(CN2CCc3c(OCC(=O)Nc4cccc(C)c4C)cccc3C2=O)cc1 | -8% | 3.4% | -4% | -1% | -9% | 0% | 20% | -43%
39 | COc1ccc(Br)cc1-c1nc(C)c(C(C)=O)n1O | 0% | -1.0% | i | -4% | u | 1% | -1%[38.3 µM] | 0%[46.1 µM]
40 | O=C(CCCCn1c(=O)c2ccccc2n(Cc2ccc(Cl)cc2)c1=O)NCc1ccco1 | -2% | 0.8% | -6% | -8% | 15% | 5% | 2%[38.3 µM] | -13%[46.1 µM]
41 | COc1ccc(OC)c(C2C(C(=O)N(C)C)=C(C)Nc3nc4ccccc4n32)c1 (stereo unspecified) | 7% | -3.3% | i | u | 28% | 1% | 1%[38.3 µM] | 1%[46.1 µM]
42 | Cc1ccnc(SCC(=O)c2cc3ccccc3o2)n1 | 1% | -3.8% | i | -7% | 8% | -1% | -4% | 4%
43 | CCCCn1c(Cl)nc2c1c(=O)n(C)c(=O)n2C | 10% | 0.0% | u | -8% | -7% | -1% | -3%[38.3 µM] | -7%[46.1 µM]
44 | CCSc1nnc(-c2ccccc2SC)o1 | 3% | -1.4% | -1% | u | 6% | 0% | 11µM* | -15%
45 | O=C(COC(=O)C(O)C(O)C(=O)OCC(=O)c1ccc(C(F)(F)F)cc1)c1ccc(C(F)(F)F)cc1 (stereo unspecified) | 0% | -1.0% | i | 5% | x | x | x | -1%
46 | COc1ccc(/C=C2\SC(=S)N(NC(=O)c3ccncc3)C2=O)cc1OC | 24% | -0.6% | i | -2% | 9% | 2% | 7% | -20%
47 | Cc1cccnc1NC(=O)c1ccc([N+](=O)[O-])o1 | x | -0.9% | -2% | u | x | x | x | -4%[46.1 µM]
48 | CCC(=O)Nc1nc2nc(-c3ccccc3)cc(-c3ccccc3)n2n1 | 8% | 0.0% | -10% | u | -22% | 0% | -25%[38.3 µM] | -20%[46.1 µM]
49 | Cc1ccc(CCNC(=O)CCNS(=O)(=O)c2ccc3c(c2)c(=O)n(C)c(=O)n3C)cc1 | 3% | -1.1% | i | 4% | -7% | -2% | 29%[38.3 µM] | -15%[46.1 µM]
50 | COc1ccc(-c2ccc(-c3noc(-c4ccccc4C)n3)c(OC)n2)cc1 | 38%[activator] | 2.0% | -5% | u | -6% | 21% | 18%[38.3 µM] | 1%[46.1 µM]
51 | O=C(c1ccc(COc2ccc3ccccc3c2)o1)N1N=C(C(F)F)CC1(O)C(F)F (stereo unspecified) | -8% | -1.6% | 9% | -2% | -19% | -5% | 27%[38.3 µM] | -14%[46.1 µM]
52 | O=C(O)c1ccccc1C(=O)Nc1ccc(-n2nc(C(F)(F)F)cc2C(F)(F)F)cc1 | 6% | 1.1% | -10% | -17% | x | x | x | -9%
53 | O=C(NC(Cc1ccccc1)C(=O)NCc1ccccn1)c1ccco1 (stereo unspecified) | 4% | -0.8% | -3% | -2% | -1% | 5% | 17%[38.3 µM] | 0%[46.1 µM]
54 | O=c1c2cnn(-c3ccccc3)c2ncn1CCc1ccccc1 | 0% | 11% | 6% | -11% | 17% | -5% | -4% | -1%
55 | CC(=O)Nc1ccc(C(=O)Nc2nc(-c3cccnc3)cs2)cc1 | 16% | -4.8% | -11% | u | u | -1% | 2% | 6%
56 | COc1ccc(C(=O)NNC(=O)Nc2ccc(C)cc2)cc1 | 12% | -0.7% | i | 4% | 18% | 0% | -1% | 14%
57 | O=C(NCc1cccnc1)c1ccc(COc2ccccc2Cl)o1 | 12% | 1.1% | -16% | 6% | x | -4% | -1% | -6%
58 | CCN(CC(=O)NCCc1ccccc1)S(=O)(=O)c1ccc(Br)cc1 | -8% | -0.9% | i | -2% | -5% | 2% | -1% | -19%[46.1 µM]
59 | Cc1csc(NC(=O)CCNC(=O)c2ccc([N+](=O)[O-])cc2)n1 | -6% | 2.1% | -5% | -1% | -6% | 4% | 9% | -2%[46.1 µM]
60 | S=C(NCCc1ccccc1)Nc1ccc(Br)cc1 | -1% | -3.2% | -13% | -6% | 20µM* | 1% | 3% | 4%

From PubChem

These rows are one share of the data; rates above refer to the full screens.
